Compound activity from PubChem.
PAFAH2 FP inh: PAFAH2 (human) inhibition; recombinant PAFAH2, FP-rhodamine activity probe, fluorescence polarization; 340,000 compounds, 0.99% hits; inhibition, % at 3.39 µM; AID 492956;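 active = inhibition above the mean over all tested compounds plus 3 SD, cut at about 30% in these data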;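 note: inhibitors block probe labeling of enzyme so polarization drops; 0% = enzyme with DMSO and 100% = wells lacking PAFAH2 protein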
pPAFAH inh: inhibitors of human plasma PAF acetylhydrolase (pPAFAH) | Q13093 | recombinant pPAFAH, FP-rhodamine probe fluorescence polarization | inhibition, % at 3.39 µM | 330,000 compounds, 1.5% hits;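 active = inhibition above the mean inhibition across the screen plus 3 SD, cut at about 25% in these data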;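 note: inhibitors block binding of the rhodamine activity-based probe so polarization drops; 0% = enzyme with DMSO and 100% = wells lacking pPAFAH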
LYPLA1 counter: blocks human lysophospholipase 1, a PME1 counter-screen; O75608; recombinant LYPLA1, FP-Rh probe fluorescence polarization; inhibition, % at 5.9 µM; 320,000 compounds, 0.16% hits; AID 2174;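 active = inhibition above the mean of all tested compounds plus 3 SD, set per campaign, cut at about 14% in these data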;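 note: inhibitors block serine hydrolase probe labeling of LYPLA1 so polarization falls; 0% = enzyme with DMSO and 100% = wells lacking LYPLA1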
PAFAH1B2 inh: PAFAH1B2 (human) inhibition; P68402; recombinant PAFAH1B2, FP-rhodamine activity probe, fluorescence polarization; inhibition, % at 3.39 µM; 340,000 compounds, 1.2% hits; AID 492953;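 active = inhibition above the mean of all tested compounds plus 3 SD, cut at about 24% in these data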;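 note: 0% = enzyme with DMSO and 100% = wells lacking PAFAH1B2; many of its hits are not listed in these tables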
PAFAH1B3 inh: PAFAH1B3 (human) inhibition; 340,000 compounds, 0.28% hits; AID 492972; recombinant PAFAH1B3, FP-rhodamine probe, fluorescence polarization; inhibition, % at 3.39 µM; Q15102;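 active = inhibition above the screen-wide average of all tested compounds plus 3 SD, cut at about 25% in these data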;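 note: 0% = enzyme with DMSO only and 100% = wells lacking PAFAH1B3 protein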
Target sequence (Q15102 whole entry, looked up): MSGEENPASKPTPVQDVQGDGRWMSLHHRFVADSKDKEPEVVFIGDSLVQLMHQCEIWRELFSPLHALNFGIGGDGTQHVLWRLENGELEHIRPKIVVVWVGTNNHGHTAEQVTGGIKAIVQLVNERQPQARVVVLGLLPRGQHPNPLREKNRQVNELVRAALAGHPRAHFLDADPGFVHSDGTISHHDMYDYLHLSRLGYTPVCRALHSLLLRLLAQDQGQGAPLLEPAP
PAD4 inh: blocks human protein arginine deiminase 4; Q9UM07; recombinant PAD4, RCA probe fluorescence polarization; inhibition, % at 6.36 µM; 330,000 compounds, 0.41% hits; AID 485272;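 active = percent inhibition above a cutoff equal to the mean of all tested compounds plus 3 SD, cut at about 15% in these data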;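 note: 0% = PAD4 with RCA probe and DMSO and 100% = probe without PAD4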
PME-1 inh: blocks human protein phosphatase methylesterase 1; recombinant PME-1, FP-Rh probe fluorescence polarization; inhibition, % at 5.9 µM; 320,000 compounds, 0.53% hits;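 active = inhibition above the campaign mean of all compounds plus 3 SD, cut at about 26% in these data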;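 note: competitive labeling of PME-1 active site by serine hydrolase directed probe; 0% = PME-1 with DMSO and 100% = wells lacking PME-1 enzyme; inhibitors block probe labeling so polarization falls and inhibition rises; many of its hits are not listed in these tables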
Target sequence (Q9Y570 whole entry, looked up): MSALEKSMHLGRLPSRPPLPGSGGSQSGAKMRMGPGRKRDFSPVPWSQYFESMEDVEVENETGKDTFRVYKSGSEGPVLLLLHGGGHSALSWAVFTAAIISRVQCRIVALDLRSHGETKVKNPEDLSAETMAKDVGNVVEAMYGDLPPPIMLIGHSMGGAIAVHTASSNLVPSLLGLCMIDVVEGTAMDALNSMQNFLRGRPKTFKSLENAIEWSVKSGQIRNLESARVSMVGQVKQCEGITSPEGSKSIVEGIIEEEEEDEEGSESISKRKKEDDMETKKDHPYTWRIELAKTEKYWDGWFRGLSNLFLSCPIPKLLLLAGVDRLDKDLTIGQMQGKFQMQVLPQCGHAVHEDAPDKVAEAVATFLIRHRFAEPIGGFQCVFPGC
LYPLA2 counter: counter-screen for PME1 inhibitors: inhibitors of human LYPLA2 | O95372 | recombinant LYPLA2, FP-Rh probe fluorescence polarization | inhibition, % at 5.9 µM | 320,000 compounds, 0.38% hits;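 active = inhibition above the screen-wide mean plus 3 SD, limit set per campaign, cut at about 26% in these data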;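 note: 0% = LYPLA2 with DMSO and 100% = wells lacking LYPLA2 enzyme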
Target sequence (O95372 whole entry, looked up): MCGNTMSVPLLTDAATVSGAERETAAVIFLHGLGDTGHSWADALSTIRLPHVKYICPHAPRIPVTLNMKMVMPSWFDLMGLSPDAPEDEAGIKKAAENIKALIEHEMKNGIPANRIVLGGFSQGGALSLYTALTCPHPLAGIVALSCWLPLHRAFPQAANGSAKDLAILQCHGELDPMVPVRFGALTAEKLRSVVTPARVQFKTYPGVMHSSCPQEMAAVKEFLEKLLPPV
GSTO1 counter: blocks human GSTO1 in RBBP9 counter-screen. recombinant GSTO1, activity-based probe fluorescence polarization. inhibition, % at 5.96 µM. 300,000 compounds, 1.1% hits;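 active = inhibition above the campaign mean inhibition plus 3 SD, cut at about 35% in these data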;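 note: 0% = GSTO1-1 with DMSO and 100% = wells lacking GSTO1-1 enzyme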
The depositor's hits bear a star; x = not tested or not shown. Not all compounds are listed (hit frequency here may not be typical).

SMILES	PAFAH2 FP inh	pPAFAH inh	LYPLA1 counter	PAFAH1B2 inh	PAFAH1B3 inh	PAD4 inh	PME-1 inh	LYPLA2 counter	GSTO1 counter
CC12CCC(=O)N1C(C(=O)OCC(=O)Nc1ccc(C(F)(F)F)cc1)CS2 (configuration not stated)	1	3	5	-1	9	-6	0	1	x
COc1ccc(NC(=O)Nc2ccc(O)c3ccccc23)cc1	x	14	-7	x	x	23*	14	1	65*
OC1CCCN(Cc2c3ccccc3cc3ccccc23)C1 (configuration not stated)	-2	5	-3	2	0	-8	1	3	-1
CC(=O)c1c(C)[nH]c(C(=O)OCC(=O)Nc2ccc(Cl)c(S(=O)(=O)N(C)C)c2)c1C	71*	-2	-1	-3	0	-1	-13	-8	-10
Cc1ccc(N2CC(C(=O)NCCS(=O)(=O)N3CCN(c4ccccc4F)CC3)CC2=O)cc1 (configuration not stated)	1	2	-2	6	11	0	-10	-2	-3
Cc1ccc(S(=O)(=O)N2CCOCC2)cc1NC(=O)COC(=O)c1cc(=O)c2ccccc2o1	3	4	0	3	0	4	7	0	27
O=C(COc1ccc(Cl)cc1Cl)NCCCn1ccnc1	-8	7	-2	3	0	-1	1	-3	4
CCn1c(COc2ccc(=O)n(-c3ccccc3)n2)nnc1SCc1ccc(OC)cc1	-4	5	4	0	1	-1	2	7	3
CC(C)(C)OC(=O)NCCC(=O)N/N=C/c1cccc2nccnc12	-3	4	-1	1	-1	7	1	-4	3
COc1cc(OC)cc(C(=O)N[C@H](C(=O)OCC(=O)Nc2ccc(OC)c(OC)c2)C(C)C)c1	3	-2	-4	-1	10	-7	-3	-1	3
CCCN1CCN(S(=O)(=O)c2ccc3c(c2)CC(C)N3C(=O)C2CC2)CC1 (configuration not stated)	2	4	4	1	-1	8	4	9	-8
Cc1cc2nc(CCN(Cc3cccnc3)C(=S)Nc3ccc(F)cc3)[nH]c2cc1C	2	-2	-7	13	4	4	6	-8	5
CCCCn1c(N)c(N(CCOC)C(=O)CSCC(=O)Nc2cccc(C)c2)c(=O)[nH]c1=O	4	1	1	-2	1	-3	-1	3	-3
CN(CC(=O)Nc1cccc(F)c1)C(=O)COc1ccc2c(c1)CCC2	2	3	x	11	8	-5	x	x	x
Cc1cccc(Cc2nnc(CCC(=O)N(C)CCc3ccccc3)o2)c1	-8	-5	4	8	4	-2	-2	-2	2
C=CCn1c(SCc2nc3ccccc3c(=O)[nH]2)nnc1-c1cc2cc(Cl)ccc2o1	1	0	-5	0	6	-3	1	-2	-1
Cc1ccc(C(=O)Nc2ccccc2C(=O)N2CCCCC2C)cc1 (configuration not stated)	-2	-3	-1	4	7	-3	-2	4	16
CC(C)N(C(=O)COC(=O)c1cccnc1Cl)c1ccccc1	-2	-1	x	11	8	0	x	x	x
Cc1ccc(S(=O)(=O)N2CCN(C(C)C)CC2)cc1	x	-3	-1	x	x	2	-6	-4	9
COc1cc(OC)cc(C(=O)Nc2nnc(SCC(=O)NCc3ccco3)s2)c1	3	-2	0	3	12	3	4	-3	-13
Cc1c(/C=N\NC(=O)c2cc3ccccc3o2)c2ccccc2n1C	-4	20	9	-2	4	2	21	5	12
Cc1ccc(Cn2c(CN3CCOCC3)nc3c2c(=O)n(C)c(=O)n3C)cc1	3	-8	-2	0	7	0	-1	-6	2
CO/N=C(\C(=O)O)c1csc(NN=C(C)C)n1	2	11	1	3	7	-7	1	1	8
CC(=O)Nc1cccc(NC(=O)CSc2nc(=O)n3cccc(C)c3n2)c1	5	4	-1	3	6	-3	1	6	-1
CCC1CCCCN1C(=O)C(=O)c1cn(CC(=O)N(CC)CC)c2ccccc12 (configuration not stated)	1	3	6	7	7	3	4	6	40*

More records.
SMILES	PAFAH2 FP inh	pPAFAH inh	LYPLA1 counter	PAFAH1B2 inh	PAFAH1B3 inh	PAD4 inh	PME-1 inh	LYPLA2 counter	GSTO1 counter
O=C(Oc1ccc2ccc(=O)oc2c1)c1ccco1	-1	0	-5	0	1	1	0	-3	0
CCOC(=O)CSc1ccc(-c2nc3cc(C)c(C)cc3[nH]2)cn1	-14	2	-12	10	3	-4	-69	-9	-9
Cn1cc(Cl)c(/C(N)=N/OC(=O)c2ccccc2C(F)(F)F)n1	1	1	-2	1	-5	2	-3	1	1
COc1ccc(CC(=O)Nc2cccc3ccccc23)cc1OC	-9	5	0	4	0	3	2	9	9
O=C(Nc1ccccc1C(=O)NC(Cc1ccccc1)C(=O)NC1CCCCCC1)c1ccccc1 (configuration not stated)	-5	-1	-1	-1	-6	-2	-5	-7	-8
CC(C)Oc1cccc(C(=O)Nc2ncn[nH]2)c1	7	2	-4	0	17	-3	0	7	4
CC(C)(C)c1ccc(OCC(O)CSc2ncn[nH]2)cc1 (configuration not stated)	4	2	-2	8	4	-2	8	2	7
CCc1cc(=O)[nH]c(SCC(=O)NCc2ccc3c(c2)OCO3)n1	4	-3	-2	6	4	-1	-3	-3	5
CCCCC(CC)CNC(=O)CCS(=O)(=O)c1cccc2nsnc12 (configuration not stated)	7	3	-1	23	2	-1	3	6	5
CO/N=C(/COc1ccc(F)cc1)c1ccc(OC)cc1	0	7	1	3	2	-2	1	4	21
C=CCOc1cccc(/C=C/c2nc3ccccc3c(=O)[nH]2)c1	3	-1	0	3	5	-1	-10	2	-7
Cc1ccc(NC(=O)CN(C)C(=O)COc2cccc3cccnc23)cc1	13	4	-1	-1	15	-9	0	-1	6
CNc1cnn(-c2ccccc2)c(=O)c1Cl	-2	0	1	3	0	-1	1	-1	-4
COc1ccc(C(=O)/C(C#N)=N/Nc2ccc([N+](=O)[O-])cc2)cc1	16	8	3	10	16	-4	3	0	4
CCOC(=O)CCCNC(=O)CN1C(=O)NC(CCc2ccccc2)C1=O (configuration not stated)	-6	3	3	-2	6	-9	-5	1	-1
CN1CCN(S(=O)(=O)c2cccc(C(=O)N3CCN(c4ccccc4)CC3)c2)CC1	-4	3	x	0	13	1	x	x	x
CC(C)[C@H](NS(=O)(=O)c1cccc(Cl)c1)C(=O)OCC(=O)NC(=O)CN1CCCC1=O	-2	-1	-3	-1	2	4	-1	-4	x
O=C(Nc1cccc(S(=O)(=O)NC2=NCCCCC2)c1)c1cc(-c2ccccc2)nc2ccccc12	-24	-5	-24	-2	-12	2	-25	-32	2
O=C(NCc1ccccn1)C1CCN(S(=O)(=O)c2ccc(Br)cc2)CC1	0	0	-2	21	4	0	19	-4	3
CCN(CC)CCCNC(=O)c1cn(C)c2ccc(S(=O)(=O)N(C)C)cc2c1=O	-3	1	3	7	4	-1	-5	1	3
NC(=O)COC(=O)c1ccccc1SCC(=O)NC1CCCCCCC1	39*	6	1	7	-4	-6	6	2	-14
Nc1nc(SCC(=O)Nc2cc(C(F)(F)F)ccc2Cl)[nH]c(=O)c1NC(=O)c1ccco1	-5	5	0	-1	11	2	-2	0	1
NC(=O)c1ccsc1NC(=O)CSc1ccccc1F	10	-2	0	0	5	0	-3	0	9
COC(=O)c1ccccc1S(=O)(=O)NNC(=O)c1nn(C)c(=O)c2ccccc12	-6	1	x	2	5	2	x	x	x
CC1(C)CC(=O)C(C=NCCN2CCN(C(=O)C34CC5CC(CC(C5)C3)C4)CC2)=C(O)C1	6	2	-5	8	5	3	0	-4	-1

(list continues)
SMILES	PAFAH2 FP inh	pPAFAH inh	LYPLA1 counter	PAFAH1B2 inh	PAFAH1B3 inh	PAD4 inh	PME-1 inh	LYPLA2 counter	GSTO1 counter
CCOC(=O)CC1OC(=O)c2cc3c(cc21)C(=O)OC3CC(=O)OCC (configuration not stated)	-8	1	-2	0	3	1	3	1	8
O=C(c1ccc(N2CCCC2=O)cc1)N1CCN(c2ccccc2)CC1	1	1	1	2	10	-2	9	13	10
O=[N+]([O-])c1ccc(-c2ccc(S(=O)(=O)NCCN3CCCC3)cc2)cc1	1	12	0	3	8	4	7	-6	6
Cc1ccc(CS(=O)Cc2ccc(C(=O)NC3CCCCCC3)o2)cc1 (configuration not stated)	1	3	0	3	1	3	-6	2	8
O=C(Cc1cccs1)Nc1nncs1	4	4	-1	0	-1	1	-1	4	6
Cc1cc(Cl)ccc1C(=O)C1CCCN(C(=O)c2n[nH]c3c2CCCC3)C1 (configuration not stated)	4	5	0	1	3	-1	-7	-3	-2
CCOc1ccc(-c2ccc(SCC(=O)NC3CCCCC3)nn2)cc1	2	-3	-5	10	6	-1	-2	-3	-2
CCCCN1C(=O)C(CC(=O)NCC)SC1=Nc1ccccc1 (configuration not stated)	-4	4	1	-1	1	-4	-3	5	-3
Cc1ccc(OCC(=O)NC(=S)Nc2cccc(C)n2)cc1	-4	1	-2	2	0	-6	-6	5	2
CC(C)(C)NC(=O)NC(=O)CSc1nnc2ccccn12	-3	2	4	2	-1	-1	-5	5	6
CCOc1ccc(N(C(=O)c2snc(C(N)=O)c2N)C(C(=O)NCC2CCCO2)c2c[nH]c3ccccc23)cc1 (configuration not stated)	-3	6	-2	7	4	-2	-1	-7	4
COc1ccc(-c2csc3nc[nH]c(=O)c23)cc1OC	4	-1	-3	7	1	-2	-1	-6	-5
Brc1ccc2ncc(Br)cc2c1	-3	6	5	6	6	5	4	2	4

A run of entries taken from the entries so far:
SMILES	PAFAH2 FP inh	pPAFAH inh	LYPLA1 counter	PAFAH1B2 inh	PAFAH1B3 inh	PAD4 inh	PME-1 inh	LYPLA2 counter	GSTO1 counter
CC1(C)CC(=O)C(C=NCCN2CCN(C(=O)C34CC5CC(CC(C5)C3)C4)CC2)=C(O)C1	6	2	-5	8	5	3	0	-4	-1
CCOC(=O)CC1OC(=O)c2cc3c(cc21)C(=O)OC3CC(=O)OCC (configuration not stated)	-8	1	-2	0	3	1	3	1	8
O=C(c1ccc(N2CCCC2=O)cc1)N1CCN(c2ccccc2)CC1	1	1	1	2	10	-2	9	13	10
O=[N+]([O-])c1ccc(-c2ccc(S(=O)(=O)NCCN3CCCC3)cc2)cc1	1	12	0	3	8	4	7	-6	6
Cc1ccc(CS(=O)Cc2ccc(C(=O)NC3CCCCCC3)o2)cc1 (configuration not stated)	1	3	0	3	1	3	-6	2	8
O=C(Cc1cccs1)Nc1nncs1	4	4	-1	0	-1	1	-1	4	6
Cc1cc(Cl)ccc1C(=O)C1CCCN(C(=O)c2n[nH]c3c2CCCC3)C1 (configuration not stated)	4	5	0	1	3	-1	-7	-3	-2
CCOc1ccc(-c2ccc(SCC(=O)NC3CCCCC3)nn2)cc1	2	-3	-5	10	6	-1	-2	-3	-2
CCCCN1C(=O)C(CC(=O)NCC)SC1=Nc1ccccc1 (configuration not stated)	-4	4	1	-1	1	-4	-3	5	-3
Cc1ccc(OCC(=O)NC(=S)Nc2cccc(C)n2)cc1	-4	1	-2	2	0	-6	-6	5	2
CC(C)(C)NC(=O)NC(=O)CSc1nnc2ccccn12	-3	2	4	2	-1	-1	-5	5	6
CCOc1ccc(N(C(=O)c2snc(C(N)=O)c2N)C(C(=O)NCC2CCCO2)c2c[nH]c3ccccc23)cc1 (configuration not stated)	-3	6	-2	7	4	-2	-1	-7	4
COc1ccc(-c2csc3nc[nH]c(=O)c23)cc1OC	4	-1	-3	7	1	-2	-1	-6	-5
Brc1ccc2ncc(Br)cc2c1	-3	6	5	6	6	5	4	2	4
